# Bioassay records from PubChem BioAssay.
# HEK293 viab: reduces viability of HEK-293 SNCA reporter cells | actives 0.12% (n = 150,000) | HEK-293-SNCA-luc viability, GF-AFC fluorescence, 24 h | AID 1671193 | Potency, µM (highest dose often 57.1 µM), without a hit: top-dose activity change, negative = cytotoxicity, most hits filed as cytotoxic;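 note: potency is the fitted concentration of half-maximal effect; 0% = DMSO-treated cells and -100% = medium-only wells without cells; nearly all actives have a fitted effect of over 30% in size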
#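 Cytotoxicity counterscreen: after 24 h compound treatment of genome-edited SNCA-luciferase HEK-293 cells, live-cell protease substrate GF-AFC read by fluorescence after 30 min; activity scaled between DMSO (0%) and medium-only (-100%), curves Hill-fitted.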
# HEK cytotox: kills HEK 293 cells. AID 1345083. HEK 293 viability, ATP luminescence (CellTiter-Glo), 48-72 h. actives 6.6% (n = 94,000). Potency, µM (series often up to 115 µM), for inactives: top-dose activity change, negative = cytotoxicity, usual class: inhibitors; note: potency is the fitted concentration of half-maximal effect; nearly all actives have a fitted effect of over 60% in size
#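 HEK 293 seeded at 250 cells/well receive compound via pintool. After 48 or 72 hr at 37 degree Celsius, 5% CO2 and 95% humidity, CellTiter-Glo is dispensed and luminescence read following 10 min at room temperature.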
# NIH3T3 tox: NIH 3T3 cell cytotoxicity | NIH 3T3 viability, CellTiter-Glo ATP luminescence, 48-72 h | Potency, µM (top dose mostly 96.7 µM), for the others: at the top dose activity change, negative = cytotoxicity, usual class: inhibitors | actives 4.3% (n = 94,000) | AID 1345082; note: potency is the fitted concentration of half-maximal effect; nearly all actives have a fitted effect of over 55% in size
#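 ATP-dependent luminescence (CellTiter-Glo) served as the viability signal for NIH 3T3 cells treated with compound for 48 or 72 hr at 37 °C.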
# IP6K1 inhibitor: IP6K1 kinase inhibition. activity change, % (series mostly up to about 58 µM). actives 0.81% (n = 140,000). IP6K1 kinase, ADP-Glo luminescence, 2 h; stronger effect = lower value. Q92551; in the data active = activity change below about -25%
#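 ADP-Glo luminescence measures ADP made by human IP6K1 during a 2 h RT reaction with ATP/IP6 (mix at 1.3 mM/130 uM); top library doses 57.5 and 19.1 uM final.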
# GPT2 inh: blocks human glutamate pyruvate transaminase 2; Potency, µM (doses to about 57.7 µM), for inactives: at the highest dose activity change, negative = inhibition, most hits filed as inhibitors; Recombinant GPT2, coupled pyruvate oxidase/HRP Amplex Red fluorescence; actives 0.25% (n = 100,000); Q8TD30; AID 1671188; note: potency is the fitted concentration of half-maximal effect; nearly all actives have a fitted effect of over 60% in size; many of its hits are not listed in these tables
# Target sequence (Q8TD30 whole entry, looked up): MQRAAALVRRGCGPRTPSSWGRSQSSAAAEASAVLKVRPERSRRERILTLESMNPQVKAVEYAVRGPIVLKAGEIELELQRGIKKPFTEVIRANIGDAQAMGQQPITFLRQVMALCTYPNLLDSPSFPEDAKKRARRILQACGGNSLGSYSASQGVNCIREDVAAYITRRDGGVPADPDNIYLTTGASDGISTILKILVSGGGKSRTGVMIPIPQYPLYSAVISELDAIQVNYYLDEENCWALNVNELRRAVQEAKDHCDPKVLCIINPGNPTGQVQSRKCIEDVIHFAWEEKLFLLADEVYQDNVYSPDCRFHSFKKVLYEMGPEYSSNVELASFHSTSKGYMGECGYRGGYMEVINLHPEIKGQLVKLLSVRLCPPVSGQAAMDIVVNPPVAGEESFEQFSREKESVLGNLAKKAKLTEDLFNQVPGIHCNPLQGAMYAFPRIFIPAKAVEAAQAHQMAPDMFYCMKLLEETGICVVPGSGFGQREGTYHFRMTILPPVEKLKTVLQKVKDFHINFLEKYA
#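 GPT2 10ng/uL, a-KG 250uM, L-Ala 2mM, HEPES pH7.5 + 0.0001% Tween; 30 min RT. Then Amplex mix (PO/HRP/ThPP), 30 min RT dark, fluorescence. AOA 50uM used as positive control.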
# SNCA expr inhib: SNCA gene expression inhibition; HEK-293 SNCA-luciferase knock-in, luminescence, 24 h; Potency, µM (doses to about 57.2 µM), inactives show at the highest dose activity change, negative = inhibition, actives largely listed as inhibitors; actives 0.17% (n = 140,000);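 note: potency is the fitted concentration of half-maximal effect; plate controls were DMSO cells for no effect and cell-free wells for full effect; nearly all actives have a fitted effect of over 45% in size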
# FLuc inh: inhibitors of firefly (Photinus pyralis) luciferase; Potency, µM (doses to about 115 µM), for the others: at the top dose activity change, negative = inhibition, hits mostly inhibitors; P08659; purified P. pyralis luciferase, luminescence, biochemical; actives 2.5% (n = 76,000); note: potency is the fitted concentration of half-maximal effect; nearly all actives have a fitted effect of over 65% in size
# Target sequence (P08659 whole entry, looked up): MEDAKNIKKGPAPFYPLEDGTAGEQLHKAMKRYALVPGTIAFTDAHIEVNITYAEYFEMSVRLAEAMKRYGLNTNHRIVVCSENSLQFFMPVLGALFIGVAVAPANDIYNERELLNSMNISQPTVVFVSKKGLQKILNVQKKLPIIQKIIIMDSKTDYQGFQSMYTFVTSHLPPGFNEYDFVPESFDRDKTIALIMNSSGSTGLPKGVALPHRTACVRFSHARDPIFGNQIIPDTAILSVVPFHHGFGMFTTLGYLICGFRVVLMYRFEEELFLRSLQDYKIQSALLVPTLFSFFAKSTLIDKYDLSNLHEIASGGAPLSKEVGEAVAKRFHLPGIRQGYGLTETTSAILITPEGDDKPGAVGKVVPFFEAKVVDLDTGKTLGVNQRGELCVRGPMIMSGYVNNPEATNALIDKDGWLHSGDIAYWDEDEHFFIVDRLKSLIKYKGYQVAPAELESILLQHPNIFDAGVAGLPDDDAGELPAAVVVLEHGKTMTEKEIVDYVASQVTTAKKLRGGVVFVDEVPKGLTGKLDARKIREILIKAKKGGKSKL
#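 Cell-free enzyme assay, 10nM P. pyralis luciferase, luciferin and ATP each at 10uM. Inhibition profiled over a 6-point titration, read as luminescence.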
# Active calls of the source: *; i = inactive; ? = inconclusive; . = not tested or not shown; [ ] = remark or other dose. Unless noted, calls come from the whole dose curve; as a rule, active = well fitted curve in the direction sought with a large enough effect; inconclusive = small, poorly fitted or top-dose-only effect, or another doubt; inactive = no such curve, though single readings can be large; an effect the other way counts as inactive or inconclusive. Unless noted, % is set by controls: 0 for no effect and ±100 for the full control effect. Some of the compounds tested, so the mix of outcomes need not match the whole.
# The line under a structure holds: HEK293 viab, HEK cytotox, NIH3T3 tox, IP6K1 inhibitor, GPT2 inh, SNCA expr inhib, FLuc inh
CNC(=O)c1cc(C)nc2onc(C3CCCN3C(=O)C3CCCC3)c12 (stereo unspecified)
→ ., -7.9%, -26.1%, 3.1, ., ., .
NCC1CCN(C(=O)c2cnc(C34CC5CC(CC(C5)C3)C4)[nH]c2=O)C1 (stereo unspecified)
→ 5.5%, 0.0%, i, 13.2, 3.6%, -25.1%, 0.6%
CC(=O)Nc1ccc(CN(Cc2ccc(NC(C)=O)cc2)C[C@H]2C[C@@H]3CCN2C[C@@H]3c2cc(-c3ccco3)nc(C)n2)cc1
→ 4.5%, 4.3%, 0.3%, 6.3, -15.9%, 5.9%, 1.3%
CCOc1cccc(C2c3c(oc4ccccc4c3=O)C(=O)N2c2nc(C)c(C(=O)OC)s2)c1 (stereo unspecified)
→ -4.2%, ., ., -10.8, ., 48.5%[activator], .
COc1ccc(-c2cc(C(F)(F)F)nc(SCC(=O)N(C)Cc3ccccc3)n2)cc1
→ -13.1%, ., ., 7.1, ., -15.6%, .
CCN1c2cc(C(=O)Nc3ccc(C(C)C)cc3)ccc2C(=O)N2CCCCCC21 (stereo unspecified)
→ -6.0%[12.5 µM], ?, 22.4µM*, -4.8, i, ?, -18.0%
Cc1c(-c2ccccc2F)[nH]c2ccc(CNC(=O)C3CCCN(C(N)=O)C3)cc12 (stereo unspecified)
→ -13.5%, ?, ?, 25.6, -12.8%, 5.1%, 3.55µM*
CNC(=O)C1=NO[C@@H]2CN(CCc3ccccc3)C[C@H]12
→ 7.8%[87.6 µM], ?, -12.7%[174 µM], 11.3, i, -4.5%[87.6 µM], 1.4%[230 µM]
Cc1nn(-c2ccccc2)c2c1C(C1CC1)N(C1CCN(C(=O)c3ccccc3)C1)C2=O (stereo unspecified)
→ ., ?, 14.1µM*, 4.9, ., ., .
Cc1ccc2nc(-c3cccc(NC(=O)c4cccc5c(Cl)cccc45)c3)oc2c1
→ 9.0%, ., ., -1.3, ., 55.8%[activator], .
O=C(c1ccc(OC2CCN(C(=O)c3cccc(F)c3)CC2)nc1)N1CCOCC1
→ 9.0%, -5.5%, -0.2%, 39.5, i, -23.2%, 5.4%
O=C(CS(=O)(=O)c1cccc2nsnc12)N1CCN(c2cccc(C(F)(F)F)c2)CC1
→ -5.0%, ., ., 1.7, ., 4.6%, .
Cc1cc(C)c(CNC(=O)c2nc(-c3ccc(CN(C)C)cc3)cc3[nH]ccc23)c(=O)[nH]1
→ -24.0%[87.6 µM], ?, 100µM*, -7.4, i, 21.1%[87.6 µM], ?
CCN1C(=O)CCN(Cc2ccc(C)s2)CC12CCOCC2
→ 7.5%, -6.1%, ?, 0.7, 1.8%, -6.3%, .
O=C(c1cc(Cl)ccc1F)N1CCN(C(=O)c2nnn3c2COC(c2ccccc2)C3)CC1 (stereo unspecified)
→ -9.8%, ?, -27.0%, -32.2*, 2.7%, 3.3%, -7.1%
COc1ccc(C(=O)NC2CCCN(c3ccnc4ccnn34)C2)cc1 (stereo unspecified)
→ ?, 31.6µM*, ?, 5.6, i, -8.2%, .
CC(C)Oc1ccc(CNC(=O)c2cc3n(n2)CC(c2ccc(Cl)cc2)OC3)cc1 (stereo unspecified)
→ 3.5%, ?, ?, 33.4, ?, -12.2%, 7.3%
COc1ccccc1N1CCN(CCCNC(=O)c2cnn(-c3ccc(C)c(C)c3)c2C2CCN(C(=O)OC(C)(C)C)CC2)CC1
→ ?, ., ., 6.5, ., ?, .
COc1ccc(NC(=O)CSc2nc(O)c(C/C=C/c3ccccc3)c(=O)[nH]2)cc1
→ 8.2%, ., ., -2.5, ., -19.7%, .
CCOc1ccccc1NC(=O)Cn1c(=O)n(-c2ccc(C)c(C)c2)c(=O)c2c(C)c(C(=O)N(C)C)sc21
→ 7.8%, ., ., 52.7, ., -2.1%, .
Cn1ncc(N2CCC(NC(=O)Cc3ccsc3)CC2)cc1=O
→ 7.7%, i, -9.4%, 16.9, i, 2.2%, -5.1%
COCCOC1CCN(C(C(=O)O)c2ccc3c(c2)OCO3)CC1 (stereo unspecified)
→ 9.5%, i, i, -1.8, i, 2.1%, 7.7%
COc1cc(OC)c(NC(=O)c2oc3ccc4c(c3c2C)C(=O)CC(C)(C)O4)cc1Cl
→ 4.9%, ., ., 35.2, ., 12.8%, .
O=C1CC(c2ccccc2)N(C(=O)CNC(=O)c2ccc(Cn3cncn3)o2)CCCCCN1 (stereo unspecified)
→ -25.0%, ?, -7.7%, 0.5, i, 23.7%, -11.3%
O=C1O[C@H]([C@@H](O)CO)C(O)=C1O
→ -29.7%[23.9 µM], ., ., -6.7, -26.1%, -23.5%[25.6 µM], .
CC(C)n1c(SCC(=O)c2ccc(F)cc2)nc2c(sc3ccccc32)c1=O
→ 9.5%, ., ., -9.5, ., 21.3%, .
CC(C)C(=O)N1CCC(COc2ccc3c(cnn3CC[S+](C)(=O)[O-])c2)CC1
→ 4.2%[87.6 µM], ?, ?, -11.4, 3.6%[88.5 µM], ?, ?
O=C(O)c1cccc2c1CCN2C(=O)c1ccccc1
→ 2.2%, -25.8%, -7.5%, 1.6, i, 42.6%[activator], 2.51µM*
Cc1ccc(CNC(=O)c2cc3c(s2)-c2ccccc2SC3)cc1
→ -14.8%, ., ., -10.1, ., -10.9%, .
CC(NC(=O)CN1C(=O)COc2ccc(C(=O)COc3ccc(F)cc3F)cc21)c1ccccc1 (stereo unspecified)
→ ?, ?, ?, -1.7, i, -22.9%, 2.5%

# Compounds shown so far containing an aryl thioether with sulfur outside any ring (three):
# The line under a structure holds: HEK293 viab, HEK cytotox, NIH3T3 tox, IP6K1 inhibitor, GPT2 inh, SNCA expr inhib, FLuc inh
COc1ccc(-c2cc(C(F)(F)F)nc(SCC(=O)N(C)Cc3ccccc3)n2)cc1
→ -13.1%, ., ., 7.1, ., -15.6%, .
COc1ccc(NC(=O)CSc2nc(O)c(C/C=C/c3ccccc3)c(=O)[nH]2)cc1
→ 8.2%, ., ., -2.5, ., -19.7%, .
CC(C)n1c(SCC(=O)c2ccc(F)cc2)nc2c(sc3ccccc32)c1=O
→ 9.5%, ., ., -9.5, ., 21.3%, .

# Next part
# The line under a structure holds: HEK293 viab, HEK cytotox, NIH3T3 tox, IP6K1 inhibitor, GPT2 inh, SNCA expr inhib, FLuc inh
O=C(c1ccc2c(c1)N(Cc1cccc(Cl)c1)C(=O)c1ccccc1S2(=O)=O)N1CCN(Cc2ccccc2)CC1
→ 6.8%, ., ., 0.4, ., -9.6%, .
CNC(=O)N1CCC(C2CCN(C(=O)c3cc(OC)cc(OC)c3)C2)CC1 (stereo unspecified)
→ 0.5%[12.5 µM], i, -11.9%, 10.9, 1.3%, -0.6%, 1.0%
NCCc1n[nH]c(=O)n1-c1ccc2c(c1)OCO2
→ -4.9%, 0.6%, -1.0%, 1.1, -4.5%, -25.5%, -8.9%
COc1ccc(-c2noc(-c3nnn4c3COC(c3ccc(Cl)cc3)C4)n2)cc1F (stereo unspecified)
→ -25.1%, 9.7%, i, -8.7, i, -29.3%, 2.9%
CCOc1cccc(CNC(=O)c2cc3c(=O)[nH]c(C)cn3n2)c1
→ -10.5%, -12.7%, -8.4%, 20.4, i, 61.1%[activator], ?
CN1CCCCCCN(S(=O)(=O)c2cccc(F)c2)CCC1=O
→ 8.2%, ?, ?, -10.8, i, 6.9%, -7.9%
CCN1C(=O)Cc2ccccc2C1C(=O)NCc1ccc(OC(C)C)cc1 (stereo unspecified)
→ 2.3%, -21.7%, -29.7%, -4.5, i, 4.2%, -3.1%
CC(C)NC(=O)N(C1CC1)C1CCOC2(CCN(C(=O)Cc3ccccc3)CC2)C1 (stereo unspecified)
→ 8.6%, -17.4%, -20.0%, -5.4, i, -11.7%, -1.2%
CC1=CC(=O)C2C(C)(C)CC(O)CC2(C)C1CO (stereo unspecified)
→ -8.2%, ., ., -9.6, ?, ., .
CC(=O)NC[C@@H]1C=C(C)[C@H](Cc2nc3ccccc3n2C)C[C@H]1C(C)C
→ ?, 35.5µM*, 79.4µM*, 7.3, 0.6%[88.5 µM], -19.3%[87.6 µM], 14.6%[172 µM]
CC(C)NC(=O)c1cn2cc(-c3cccnc3)sc2n1
→ 11.0%[87.6 µM], ?, ?, 11.3, -8.5%[88.5 µM], 143.8%[activator][87.6 µM], .
O=C(O)CN1CC2(CCC1=O)CCN(C(=O)C1CNC(=O)C1)CC2 (stereo unspecified)
→ 0.1%, -5.1%, -4.7%, -2.8, -22.7%, -19.8%, 0.8%
CCc1nnc(NC(=O)CSc2nc3c([nH]c4ccccc43)c(=O)n2-c2cc(C)cc(C)c2)s1
→ -0.8%, ., ., -8.2, ., -2.7%, .
CCOc1ccccc1NC(=O)Cc1noc2ccc(C)cc12
→ 5.1%, ., ., -7.6, ., -20.3%, .
COc1ccc(NC(=O)c2ccc3c(c2)N(C)C2CCCCCN2C3=O)cc1 (stereo unspecified)
→ -15.1%[12.5 µM], ?, ?, -3.7, i, 63.5%[activator], ?
N#CCCN1CCN(C(=O)c2cn3ccnc(-c4ccccc4)c3n2)CC1
→ 2.7%, -6.3%, -17.3%, 18.6, i, 7.6%, -2.1%
O=C(NCc1ccncc1)c1ccc(CN2C(=O)NC3(CCS(=O)(=O)CC3)C2=O)cc1
→ 4.3%, -2.4%, -17.2%, 0.0, i, 3.5%, -5.1%
C[C@@]1(O)[C@H](O)[C@@H](CO)O[C@H]1n1ccc(N)nc1=O
→ 0.3%, ., ., -4.0, i, ., .
Cn1cc(CNC(=O)C[C@@H]2C[C@H]3O[C@H](CNC(=O)NC4CCC4)[C@@H](O)[C@H]3O2)cn1
→ -2.3%[87.6 µM], -4.7%[172 µM], -5.7%[174 µM], 6.6, -18.0%[88.5 µM], ?, 9.1%[172 µM]
COc1cc(OC)c(NC(=O)N2CC3CCCN3c3ccccc32)cc1Cl (stereo unspecified)
→ -0.8%, ., ., 19.5, ., 9.0%, .
CN(C1CCOCC1)C1CCN(C(=O)c2ccn[nH]2)CC1
→ -5.3%, -13.5%, -6.1%, -2.0, 3.5%, 6.6%, 3.9%
COc1ccc(CC(=O)N2CCC(Cc3nc(-c4cnccn4)no3)CC2)cc1Cl
→ -3.2%, -8.6%, -21.3%, -1.1, i, -9.3%, -6.4%
COC(=O)c1ccc2c(c1)nc1n2[C@@H](CNC2CCCCC2)COC1
→ -7.5%[87.6 µM], -27.1%[172 µM], -21.6%[138 µM], -6.6, -9.8%[88.5 µM], 1.8%[87.6 µM], 11.4%[172 µM]
N#Cc1ccc(C(=O)NC2CCc3n[nH]c(=O)n3CC2)cc1 (stereo unspecified)
→ 0.4%, -3.0%, -4.5%, 0.3, i, 2.6%, 8.5%
CCN(CC)CCSc1nnc2c3cc(F)ccc3n(C)c2n1
→ -14.6%, ., ., 2.1, ., 0.2%, .
CN(C)CCOC(c1ccc(Cl)cc1)c1ccccn1 (stereo unspecified)
→ -1.2%[23.9 µM], ., ., -5.6, i, -3.5%[25.6 µM], .
